# GSIS activator: GLuc luminescence reporter in INS-1E cells, primary screen for activators of glucose-dependent secretion of insulin; INS-1E GLuc reporter insulin secretion, 2-3 h; activation, % at 16.6 µM; 370,000 tested, 0.61% active; AID 743287, 2014;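 active = lowest replicate activation of at least 40%, so every replicate reaches that level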;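 note: 0% = median of neutral control wells and 100% = median of IBMX positive control wells; some compounds called inactive have numbers as strong as hits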
# CFTR F508del cor: F508del CFTR correction, initial screen, CFBE line, single point; 350,000 tested, 0.36% active; AID 720511, 2013; activity (quench increase), % at 7.58 µM; CFBE cells, YFP halide quenching; stimulated with forskolin plus potentiator P3; % fluorescence drop versus neutral controls;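 active = mean added fluorescence quench of at least 8% versus neutral control, with both replicates also reaching 8%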;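 note: cells transiently co-express mutant CFTR-F508del with the halide-sensitive YFP; corrector assay measuring rescue of mutant channel to the surface after 24 h compound exposure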
# * hit, by the source's call. A portion of the library. The share of hits here may be higher or lower than overall.
# Fields: GSIS activator	CFTR F508del cor
- O=C(OCCOc1ccc(Br)cc1)c1ccc(Cl)nc1
→ -5	-0.9
- Cc1cccc(C)c1NC(=S)N(CCN(C)C)Cc1cccs1
→ -6	2.1
- CCOC(=O)CNS(=O)(=O)c1ccc(S(=O)(=O)N2CCCC2)cc1
→ 13	-3.8
- Cc1ccc(SCC(=O)N2CCC(C(N)=O)CC2)cc1
→ 1	-1.7
- COc1ccc2c3c([nH]c2c1)[C@@H](CO)N(C(=O)C1CCC1)CC31CCN(C(=O)NC(C)C)CC1
→ -12	-1.0
- O=C(c1cc2c(c(-c3cccc(-c4ccncc4)c3)n1)[C@H](CCO)N(C(=O)c1ccc3c(c1)OCO3)C2)N1CCOCC1
→ 17	0.5
- COc1ccc2c3c([nH]c2c1)[C@H](CO)N(C(=O)c1ccccc1)CC31CN(Cc2cccnc2)C1
→ -5	-2.7
- O=C(CSc1nnnn1C1CCCCC1)N1CCN(C(=O)c2ccco2)CC1
→ 11	1.1
- Cc1ccccc1CS(=O)(=O)c1ccc(C(=O)N2CCC(C)CC2)cc1[N+](=O)[O-]
→ 4	-1.5
- O=C(N/N=C/c1ccccc1)c1ccc(OCc2ccccc2)cc1
→ 9	-1.8
- O=C(Nc1ccccc1)c1c(F)cccc1F
→ 25	-1.8
- CCN(CC)S(=O)(=O)c1ccc(-c2nnc(SCC(=O)Nc3ccc4c(c3)OCO4)o2)cc1
→ -3	0.4
- CCCc1nnc(NC(=O)c2ccncc2)s1
→ -2	0.7
- CC(=O)NC[C@H]1[C@@H](c2ccc(C#C[C@H](C)O)cc2)[C@@H](CO)N1Cc1ccccn1
→ 5	4.3
- Cc1ccc2c(c1)C1CN(C)CCC1N2C(=O)COc1ccc(N(C)C(=O)c2ccccc2)cc1 (centres undefined)
→ -16	1.3
- Cc1ccc(S(=O)(=O)Nc2ccccc2CNc2c(C)n(C)n(-c3ccccc3)c2=O)cc1
→ -19	-2.5
- O=C(Cc1c(F)cccc1Cl)N1CCCC1
→ -4	-2.5
- COc1ccc(/C=C(/NC(=O)c2ccc(Br)cc2)C(=O)Nc2cccc(C(=O)O)c2)cc1
→ 9	0.0
- Nc1cc(S(=O)(=O)c2ccc(N3CCCCC3)c(N)c2)ccc1N1CCCCC1
→ -20	0.1
- Cc1nonc1OCCn1nnnc1N
→ 7	1.8
- Cc1ccc(-c2nn(-c3ccccc3)cc2C(=O)N2CCN(c3ccccn3)CC2)cc1
→ -17	15*
- O=C1C2C(C(=O)N1/N=C/c1cc([N+](=O)[O-])ccc1O)C1C=CC2C12CC2 (centres undefined)
→ 4	-2.5
- CC=Cc1ccc2n(c1=O)C[C@H]1[C@H](CO)[C@@H](C(=O)Nc3ccccc3)N(CC)[C@@H]21 (mixture of isomers)
→ 0	2.5
- O=C(COC(=O)CNC(=O)c1ccccc1F)Nc1cccc(S(=O)(=O)N2CCCCCC2)c1
→ -10	1.5
- COc1ccc(CN2CC3(CN(C(=O)Cc4ccncc4)C3)c3c([nH]c4cc(OC)ccc34)[C@H]2CO)cc1
→ 8	3.4
- COc1ccccc1/C=C/C(=O)NCC(=O)N/N=C/c1ccccc1
→ 0	2.7
- COc1ccc2c3c(n(C)c2c1)[C@@H](CO)N(C(=O)Nc1ccc(F)cc1)CC31CCN(S(=O)(=O)c2cn(C)cn2)CC1
→ -8	-1.7
- CC(C)(C)NCCOCCOc1ccc(Cl)cc1C(C)(C)C
→ 0	0.9
- Cc1nccn1-c1ccc(C=O)cc1
→ 5	2.0
- O=[N+]([O-])c1ccc(OCc2cnc(Cl)s2)cc1
→ 4	2.0

# Grouped by structure, those above with two or more sulfur atoms.
# Fields: GSIS activator	CFTR F508del cor
- Cc1cccc(C)c1NC(=S)N(CCN(C)C)Cc1cccs1
→ -6	2.1
- CCOC(=O)CNS(=O)(=O)c1ccc(S(=O)(=O)N2CCCC2)cc1
→ 13	-3.8
- CCN(CC)S(=O)(=O)c1ccc(-c2nnc(SCC(=O)Nc3ccc4c(c3)OCO4)o2)cc1
→ -3	0.4

# Further records follow.
# Fields: GSIS activator	CFTR F508del cor
- COc1ccccc1N1CCN(C(=O)NC23CC4CC(CC(C4)C2)C3)CC1
→ -18	1.2
- CS(=O)(=O)N1CC2(C1)[C@@H](c1ccccc1)[C@H](CO)N2C(=O)C1CCC1
→ 25	2.9
- Cc1cc(NC(=O)c2cnccn2)no1
→ 12	-2.6
- CCCN(CCC)C(=O)c1ccc2c(=O)n(Cc3ccco3)c(=S)[nH]c2c1
→ -1	-1.4
- COC(=O)C1C(=O)C2=C(CC1C)NC(=O)CC2c1ccc(F)cc1 (centres undefined)
→ 14	-1.5
- COc1ccccc1CCNC(=O)c1ccc(C)o1
→ 8	0.2
- Cc1ccc(/C=N/NC(=O)Cn2ccc(C(F)(F)F)n2)o1
→ -10	0.5
- COc1cc(NC(=S)N2CCCC(C)C2)cc(OC)c1OC (centres undefined)
→ 0	0.8
- CCS(=O)(=O)N1CC2(C1)[C@@H](c1ccccc1)[C@H](CO)N2C(=O)C1CC1
→ 2	-1.8
- Cc1ccc(C)c(S(=O)(=O)N2CCNCC2)c1
→ 6	0.3
- CC(=O)Nc1ccc(Nc2nc3c(S(=O)(=O)c4ccc(C)c(C)c4)nnn3c3ccccc23)cc1
→ 3	3.3
- S=C(c1ccco1)N1CCOCC1
→ 16	2.7
- CC=Cc1ccc2n(c1=O)C[C@H]1[C@H](CO)[C@@H](C(=O)NCCc3cn(C)cn3)[C@@H]2N1C(=O)CC1CC1 (mixture of isomers)
→ 16	1.0
- COc1ccc(CCC(=O)Nc2c(C)n(C)n(-c3ccccc3)c2=O)cc1
→ 4	-1.3
- N#CCC1(O)C(=O)Nc2ccccc21 (centres undefined)
→ -2	2.8
- Cc1csc(SCC(=O)NCc2cccs2)n1
→ -2	-2.6
- Cc1ccc(S(=O)(=O)N(CC(=O)NCc2ccccc2)C(=O)N2CCN(C)CC2)cc1
→ 14	-2.0
- COc1ccc2sc(-c3ccccc3OC)c(-c3ccc(SC)cc3)c2c1
→ -5	1.2
- O=C(CCN1CCN(CCO)CC1)Nc1ccc(C2CCCC2)cc1
→ 7	0.5
- O=C(O)c1ccccc1N(Cc1ccccc1)C(=O)CO/N=C/c1ccccc1
→ 9	2.7
- COc1ccc2c3c([nH]c2c1)[C@H](CO)N(C(=O)CN(C)C)CC31CN(CC2CCCC2)C1
→ 13	-3.4
- CCc1c(C)nc(SCC(=O)N2CCc3ccccc32)[nH]c1=O
→ -12	-0.4
- Cc1ccc(NC(=O)CN(C)CC(=O)Nc2ccc(N3CCOCC3)cc2)cc1F
→ -22	0.6
- COc1ccc(/C=C/C(=O)NC(=S)NCC2CCCO2)cc1 (centres undefined)
→ 12	-2.6
- COc1ccccc1NC(=O)Cn1c2ccccc2c2nc3n(c(=O)c21)CCS3
→ 19	2.6
- N=c1n(Cc2ccccc2Cl)c2ccccc2n1CC(O)c1ccco1 (centres undefined)
→ 7	-2.0
- COc1ccc2c3c([nH]c2c1)[C@H](CO)N(C(=O)NC(C)C)CC31CCN(C(=O)NC(C)C)CC1
→ 10	1.4
- COCCSc1nnc(NC(=O)C2CC(=O)N(c3ccc(OC)cc3)C2)s1 (centres undefined)
→ 2	-4.1
- CN(C)S(=O)(=O)N1CCC(Oc2ccc(C(=O)NCc3cnn(C)c3)cc2)CC1
→ 1	0.0
- COc1cccc(NC(=O)N[C@@H]2C=C[C@@H](CC(=O)N3CCN(C)CC3)O[C@@H]2CO)c1
→ 8	-0.3

# 6 structures already listed, sorted by number of heavy atoms, rising:
# Fields: GSIS activator	CFTR F508del cor
- S=C(c1ccco1)N1CCOCC1
→ 16	2.7
- N#CCC1(O)C(=O)Nc2ccccc21 (centres undefined)
→ -2	2.8
- O=C(OCCOc1ccc(Br)cc1)c1ccc(Cl)nc1
→ -5	-0.9
- CCCN(CCC)C(=O)c1ccc2c(=O)n(Cc3ccco3)c(=S)[nH]c2c1
→ -1	-1.4
- CC=Cc1ccc2n(c1=O)C[C@H]1[C@H](CO)[C@@H](C(=O)Nc3ccccc3)N(CC)[C@@H]21 (mixture of isomers)
→ 0	2.5
- COc1ccc2c3c([nH]c2c1)[C@H](CO)N(C(=O)c1ccccc1)CC31CN(Cc2cccnc2)C1
→ -5	-2.7

# (cont.)
# Fields: GSIS activator	CFTR F508del cor
- COc1ccc2c3c([nH]c2c1)[C@@H](CO)N(C(=O)c1cccc(F)c1)CC31CCN(C(=O)c2cccc(F)c2)CC1
→ -5	-10
- CC(CCc1ccccc1)NC(=S)NC(=O)c1ccco1 (centres undefined)
→ -18	2.7
- CC=Cc1ccc2n(c1=O)C[C@@H]1[C@@H](CO)[C@H](C(=O)NCCOC)[C@H]2N1Cc1ccccc1OC (mixture of isomers)
→ -8	-3.1
- Cc1ccc(S(=O)(=O)N(C)C)cc1NC(=S)N1CCN(Cc2ccc3c(c2)OCO3)CC1
→ -35	-0.4
- CCOC(=O)[C@]12CCC=C1N(Cc1ccc3c(c1)OCO3)C(=O)[C@H](CC(=O)NCCc1ccccc1OC)C2
→ -33	0.6
- CCOC(=O)[C@]12CCCC=C1N(Cc1ccco1)C(=O)[C@H](CC(=O)NCc1cccc3ccccc13)C2
→ -30	5.7
- NC(=O)COC(=O)Cc1coc2cc3c(cc12)CCC3
→ -2	-1.4
- COC(=O)c1ccc2nc(-c3cccc(Cl)c3)c(Cc3ccccc3C(F)(F)F)n2c1
→ -36	-3.1
- COc1cccc(-c2csc(N3CCN(C(=O)Nc4ccccc4Cl)CC3)n2)c1
→ 13	-2.9
- COc1ccc(OCCSc2nnc(CCNC(=O)c3ccc(Cl)c(Cl)c3)n2C)cc1
→ -1	-0.9
- O=c1[nH]c(SCc2c(Cl)cccc2Cl)nc2ccccc12
→ 1	1.1
- CN(C)CCN=c1cc(-c2ccccc2)oc2ccc(Cl)cc12
→ 7	3.6
- COc1ccc2c3c(n(C)c2c1)[C@H](CO)N(CC1CC1)CC31CN(Cc2nccs2)C1
→ 13	0.6
- COc1ccc2c3c([nH]c2c1)[C@H](CO)N(C(=O)C1CCCC1)CC31CCN(C)CC1
→ 1	-3.3
- COc1ccc2c3c([nH]c2c1)[C@@H](CO)N(C(=O)C1CC1)CC31CN(C(=O)c2ccncc2)C1
→ 5	1.2
- Cc1ccc(S(=O)(=O)Nc2ccccc2N=Cc2c(F)c(F)c(F)c(F)c2F)cc1
→ 24	-2.9
- O=[N+]([O-])c1cccc(-c2nnc(SCc3cccnc3)o2)c1
→ 1	1.0
- CCOC(=O)[C@]12CCC=C1N(CCC1=CCCCC1)C(=O)[C@H](CC(=O)N1CCOCC1)C2
→ -6	-1.9
- CCCNC(=O)N1CC2(C1)CN(C(=O)CC)[C@H](CO)c1[nH]c3cc(OC)ccc3c12
→ 2	0.7
- COC(=O)C1=CN(c2ccc(F)cc2)C(N)=C(C#N)C1c1ccc(-c2ccccc2)cc1 (centres undefined)
→ -33	-3.9
- COc1ccc(NC(=O)COc2ccc(/C=N/NC(=O)c3cccnc3)cc2OC)cc1
→ 2	-1.2
- N#Cc1c(NC(=O)COC(=O)C2=COCCO2)sc2c1CCCC2
→ -6	2.5
- CCCS(=O)(=O)c1c(S(=O)(=O)CCC)c2ccc(C(N)=O)cn2c1C(=O)OC
→ 3	2.0
- Cc1ccc(-c2nc(CN(Cc3c(C)nn(C)c3C)C(C)C)c(C)o2)o1
→ 14	0.0
- COc1ccc2c3c(n(C)c2c1)[C@@H](CO)N(C(C)=O)CC31CN(C(=O)C2CCOCC2)C1
→ 12	0.2
- COc1ccc(CC2(CO)CCN(S(=O)(=O)c3c(C)nn(C)c3C)CC2)cc1
→ 1	4.0
- CC(C)C[C@@H]1O[C@H](CCc2ccccc2)CC2=C1C(=O)OC(C)(C)O2
→ 29	1.0
- COc1ccc2c3c(n(C)c2c1)[C@H](CO)N(Cc1ccccc1OC)CC31CCN(CC2CCOCC2)CC1
→ 0	0.2
- COc1ccc(NC(=O)N2CCC3(CC2)CN(C(C)=O)[C@H](CO)c2[nH]c4cc(OC)ccc4c23)cc1
→ 13	1.1
- CC(=O)Oc1c(C)cc(Cl)cc1C(=O)Nc1ccc([N+](=O)[O-])cc1Cl
→ 27	13*
- COc1ccc2c3c([nH]c2c1)[C@H](CO)N(Cc1ccncc1)CC31CCN(C(=O)c2cccnc2)CC1
→ -8	0.4
- COc1ccccc1-n1cnc2c(c1=O)c1nc3ccccc3nc1n2-c1ccc(C)cc1
→ -12	2.1
- CC(=O)Nc1ccc(/C(N=Nc2ccccc2)=N/N=C(N)N)cc1
→ -8	-1.0
- Cc1cccc(C(=O)NCCC(=O)Nc2nc(C)c(Cc3ccc4c(c3)OCO4)s2)c1
→ 0	-1.3
- CCOc1ccccc1CN1[C@@H](c2ccc(OC)cc2)CC(C(=O)OC)(C(=O)OC)[C@H]1c1ccccc1
→ 29	0.0
- COc1ccc2c3c(n(C)c2c1)[C@@H](CO)N(Cc1ccncc1)CC31CCN(C(=O)C2CCC2)CC1
→ -4	0.9
- O=C(O)CC1SC(N/N=C/c2ccc(Br)cc2)NC1=O (centres undefined)
→ 7	-3.2
- O=C(NCc1cccnc1)c1cccc(-c2cc3ccccc3oc2=O)c1
→ 0	2.3
- O=C(CCc1nnc(CCCCc2ccccc2)o1)NCCN1CCOC1=O
→ -2	-0.6
- O=C1/C(=C/c2ccc([N+](=O)[O-])cc2)C=C(c2ccccc2)N1c1ccc(O)cc1
→ 2	0.9
- Cc1nn(CC(=O)Nc2cccnc2)c(=O)c2ccccc12
→ -3	-2.3
- CCOC(=O)CC1COCCN1C(=O)c1cc(COc2ccccc2SC)on1 (centres undefined)
→ -13	-0.6
- Cc1cc(Nc2ccc([N+](=O)[O-])cc2)nc2ccccc12
→ -4	7.7
- COc1ccc2c3c([nH]c2c1)[C@H](CO)N(C(=O)C1CCC1)CC31CN(C(=O)c2ccncc2)C1
→ 8	-2.8
